TDP1 cell CPT = growth inhibition of DT40 Tdp1-/-;hTDP1 cells with camptothecin (screen for TDP1 inhibitors); chicken DT40 Tdp1-/-;hTDP1 cells + 20 nM CPT, ATP luminescence, 48 h; actives 12% (n = 420,000); Potency, µM (doses to about 46.2 µM), for the others: top-dose activity change, negative = growth inhibition, actives largely listed as inhibitors; AID 686979; also: nearly all actives have a fitted effect of over 55% in size
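Chicken DT40 Tdp1-/- cells stably complemented with human TDP1 were seeded at 400 cells/well in medium containing 20 nM camptothecin, exposed to pin-transferred compounds, and grown at 37 °C for at least 48 hr. Viability was read as ATP luminescence.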
TDP1 inh = blocks human tyrosyl-DNA phosphodiesterase 1; recombinant TDP1, AlphaScreen DNA substrate cleavage; AID 485290; actives 0.28% (n = 350,000); Potency, µM (doses to about 130 µM), for inactives: top-dose activity change, negative = inhibition, most hits filed as inhibitors; also: nearly all actives have a fitted effect of over 40% in size
Target sequence (Q9NUW8 whole entry, looked up): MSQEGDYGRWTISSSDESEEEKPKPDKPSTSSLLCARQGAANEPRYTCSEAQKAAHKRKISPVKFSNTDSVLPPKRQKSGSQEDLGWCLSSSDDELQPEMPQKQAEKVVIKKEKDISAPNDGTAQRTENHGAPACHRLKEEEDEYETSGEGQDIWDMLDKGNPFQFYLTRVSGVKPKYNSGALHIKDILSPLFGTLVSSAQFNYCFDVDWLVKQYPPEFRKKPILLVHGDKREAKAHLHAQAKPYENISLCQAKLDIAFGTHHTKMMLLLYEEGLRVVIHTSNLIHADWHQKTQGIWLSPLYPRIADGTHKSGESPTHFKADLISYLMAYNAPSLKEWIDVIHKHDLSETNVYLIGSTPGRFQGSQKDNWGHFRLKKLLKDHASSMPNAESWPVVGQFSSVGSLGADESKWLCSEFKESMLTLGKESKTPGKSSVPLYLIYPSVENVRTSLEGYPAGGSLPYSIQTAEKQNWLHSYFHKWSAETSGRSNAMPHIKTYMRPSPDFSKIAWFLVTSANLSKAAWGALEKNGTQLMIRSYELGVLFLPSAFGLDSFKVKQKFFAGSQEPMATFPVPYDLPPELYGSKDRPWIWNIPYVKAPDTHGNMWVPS
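Here, a 5' biotin and 3' phosphotyrosine-FITC DNA oligonucleotide reports Tdp1 activity: intact substrate bridges AlphaScreen beads, while cleavage leaves a 3' phosphate and drops signal. All incubations at room temperature.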
DT40 TDP1 no CPT = qHTS for Inhibitors of human tyrosyl-DNA phosphodiesterase 1 (TDP1): qHTS in cells in absence of CPT; Potency, µM (series often up to 46.2 µM), for inactives: at the highest dose activity change, negative = growth inhibition, actives largely listed as inhibitors; DT40 Tdp1-/- hTDP1 cells, no CPT, ATP luminescence, 48 h; actives 15% (n = 420,000); also: nearly all actives have a fitted effect of over 55% in size
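Stably hTDP1-transfected Tdp1-null chicken DT40 cells were treated with library compounds minus camptothecin and grown for at least 48 hr at 37 °C, after which cellular ATP was quantified by luminescence.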
* marks the source's active call; other numbers are inactive results; u = inconclusive; x = no result given; & = joins results of further samples; [ ] = dose if it differs, or a comment. Calls follow the shape of the dose curve; as a rule, active = well fitted curve in the direction sought with a large enough effect; inconclusive = small, poorly fitted or top-dose-only effect, or another doubt; inactive = no such curve, though single readings can be large; an effect the other way counts as inactive or inconclusive. % is scaled to controls: 0 for no effect and ±100 for the full control effect; potency is read from the fitted curve at half-maximal effect.

Values in the order – TDP1 cell CPT	TDP1 inh	DT40 TDP1 no CPT
1. CN(CC(=O)Nc1cccc(F)c1)C(=O)CCN1C(=O)C2CC=CCC2C1=O (configuration not stated)
    -18%	-1%	-5%
2. CCc1ccc2oc(-c3cccc(NC(=O)c4ccc(N5CCC(C)CC5)c([N+](=O)[O-])c4)c3)nc2c1
    u	5%	u
3. COc1ccccc1CCNC(=O)c1c(C)nn(CC(C)C)c1Cl
    u	4%	u
4. COc1cccc(-c2cc(C(=O)N/N=C/c3ccc(OC)c(COC(C)=O)c3)c3ccccc3n2)c1
    8.2µM*	4%	2.1µM*
5. COCCCN1C(=O)C(=O)/C(=C(/O)c2ccc(S(=O)(=O)N3CCOCC3)cc2)C1c1ccc(OC)cc1 (configuration not stated)
    2%	4%	-3%
6. COCC(C)n1c(SCC(=O)Nc2cccnc2Cl)nc2ccccc2c1=O (configuration not stated)
    3%	x	u
7. CCN1CCC(n2nccc2NC(=O)c2ccccc2Cl)CC1
    -2%	x	39%[activator]
8. Oc1ccc(C[C@H]2CNC(=S)N2CCc2cc(C(F)(F)F)cc(C(F)(F)F)c2)cc1
    -19%	4%	u
9. CC(=O)Nc1cccc(C(=O)Nc2nc(C)cs2)c1
    -28%	9%	u
10. Cc1[nH][nH]c(=O)c1C(c1ccc(-c2ccc(Cl)c(C(=O)O)c2)o1)c1c(C)[nH][nH]c1=O
    -12%	u	-9%
11. CC[C@H](C)[C@@H](CO)NC(=O)[C@H]1O[C@@H](n2ccc(N)nc2=O)[C@H](O)[C@@H]1O
    -11%	x	-7%
12. CC(=O)Nc1ccc(S(=O)(=O)NCc2ccc(C(=O)NCCCN3CCC(C)CC3)cc2)cc1
    -3%	1%	14%
13. Cc1nc(Nc2ccccc2Br)c2nnn(Cc3ccccc3)c2n1
    u	x	u
14. COc1cc(NC(=O)CSc2nncn2C)cc(OC)c1OC
    5%	3%	4%
15. COC(=O)[C@@]12C[C@@H](CC(=O)N3CCOCC3)C(=O)N(Cc3ccco3)C1=CCC(C)(C)C2
    -5%	x	-2%
16. CCN(CC)Cc1csc2ccc(Br)cc12
    -14%	8%	-6%
17. Cc1cc(C)cc(NC(=O)NCc2nnc(SCc3ccccc3)n2C)c1
    -8%	-1%	-25%
18. N#CC1=C(N)SC(N)=C(C#N)C1c1ccc([N+](=O)[O-])cc1
    15µM*	8%	u
19. CC1=C(C(=O)Nc2cccnc2)C(c2cccc(F)c2)n2nc(SCc3ccccc3F)nc2N1 (configuration not stated)
    -6%	0%	-2%
20. CC1CCC(NC(=O)c2ccc(-n3cncn3)c([N+](=O)[O-])c2)CC1 (configuration not stated)
    11%	-6%	-107%
21. CCOC(=O)[C@@H]1[C@H]2COc3ccccc3[C@@H]2N2C(=O)N(c3ccc(C(F)(F)F)cc3)C(=O)[C@@]12C
    13µM*	1%	23µM*
22. CNC(=S)Nc1ccc(C)c(NC(=S)NC)c1
    0%	4%	-9%
23. CC1(C)SC2C(C(=O)O)N=C(Cc3ccccc3)N2C1C(=O)O (configuration not stated)
    27%	x	0%
24. COc1ccc(COc2cc(-c3cccc(OC)c3)nc3ccc(NC(=O)c4ccc(OC)cc4)cc23)cc1
    2.6µM*	8%&-8%	3.3µM*
25. CCCNS(=O)(=O)c1cccc(C(=O)OCc2cc(=O)oc3cc(OC)ccc23)c1
    1µM*	3%	1µM*
26. COC(=O)N1CCC2(CC1)CCN(c1ccccn1)CC2
    18%	x	-24%
27. O=C(CCN1C(=O)/C(=C/c2ccccc2)SC1=S)Nc1ccccn1
    -14%	9%	-13%
28. CCOC(=O)N1CCN(Cc2ccc3c(c2)CN(C(=O)c2ccc4ncccc4c2)CCO3)CC1
    -11%[9.04 µM]	x	23µM*
29. COc1ccc(S(=O)(=O)N2CCCCC2c2cc(C(=O)Nc3ccccc3Cl)no2)cc1 (configuration not stated)
    u	x	u
30. CCCS(=O)(=O)N1CC(=O)N(c2cc(C)ccc2C)C(C)(C(=O)NC2CCCCCC2)C1 (configuration not stated)
    -11%	6%	-7%
31. CCOC(=O)N1CCN(c2c(N3CC=C(c4ccccc4)CC3)c(=O)c2=O)CC1
    21µM*	x	16µM*
32. Cc1occc1C(=O)N/N=C/c1ccccc1[N+](=O)[O-]
    -18%	2%	-28%
33. Cc1ccc2c(C)c(C(=O)N(Cc3ccccc3)C3CCS(=O)(=O)C3)oc2c1 (configuration not stated)
    -4%	-10%	-26%
34. CC(C)(C)OC(=O)N1O[C@H]2C[C@@H]1[C@@H]1[C@@H]2N=NN1C12CC3CC(CC(C3)C1)C2
    u	x	u
35. Cc1ccc(-c2nc3cc(Br)cnc3nc2-c2ccc(C)cc2)cc1
    15µM*	4%	u
36. Cc1cccc(-c2onc3ccc(C4(C)OCCO4)cc23)c1
    u	0%	15µM*
37. CC(C)N(Cc1nc(-c2ccccc2)no1)C(=O)c1ccc(Br)o1
    -20%	-1%	16µM*
38. Cc1nn2c(N3CCOCC3)cc(C(C)(C)C)nc2c1-c1ccccc1
    u	x	u
39. O=C(NCc1ccncc1)C1CCCN(S(=O)(=O)Cc2ccccc2)C1 (configuration not stated)
    -1%	-2%	-14%
40. OC(c1ccc(F)c(F)c1)c1nc(-c2cccc(C(F)(F)F)c2)cs1 (configuration not stated)
    16µM*	x	u

Reprinted at random: 2 compounds from above.
Values in the order – TDP1 cell CPT	TDP1 inh	DT40 TDP1 no CPT
31. CCOC(=O)N1CCN(c2c(N3CC=C(c4ccccc4)CC3)c(=O)c2=O)CC1
    21µM*	x	16µM*
25. CCCNS(=O)(=O)c1cccc(C(=O)OCc2cc(=O)oc3cc(OC)ccc23)c1
    1µM*	3%	1µM*

The listing picks up, repeating the 5 entries before the break.
Values in the order – TDP1 cell CPT	TDP1 inh	DT40 TDP1 no CPT
36. Cc1cccc(-c2onc3ccc(C4(C)OCCO4)cc23)c1
    u	0%	15µM*
37. CC(C)N(Cc1nc(-c2ccccc2)no1)C(=O)c1ccc(Br)o1
    -20%	-1%	16µM*
38. Cc1nn2c(N3CCOCC3)cc(C(C)(C)C)nc2c1-c1ccccc1
    u	x	u
39. O=C(NCc1ccncc1)C1CCCN(S(=O)(=O)Cc2ccccc2)C1 (configuration not stated)
    -1%	-2%	-14%
40. OC(c1ccc(F)c(F)c1)c1nc(-c2cccc(C(F)(F)F)c2)cs1 (configuration not stated)
    16µM*	x	u
41. CCOc1cc(C(=O)NC(C)C2CC3CCC2C3)cc(OCC)c1OCC (configuration not stated)
    -1%	x	u
42. N#Cc1ccc(OCC(=O)N/N=C2/CC(c3ccccc3)Oc3ccccc32)cc1 (configuration not stated)
    u	-3%	u
43. CCCCC[C@H](C)N1C[C@@H](COCc2ccccc2)Oc2cc(N3CC[C@@H](O)C3)ccc2S1(=O)=O
    u	x	u
44. CCOC(=O)CCc1c(C)c2ccc(OCC)c(C)c2oc1=O
    -8%	-5%	-13%
45. O=C(Nc1sc2c(c1C(=O)O)CCC2)c1ccccc1F
    u	3%	u
46. O=C(NCC(c1cccnc1)N1CCc2ccccc2C1)c1ccc(F)c(F)c1 (configuration not stated)
    8.2µM*	1%	7.3µM*
47. CC(C)/C=C/C(=O)N1CCC(N2CCC(C(=O)N3CCOCC3)CC2)CC1
    -3%	0%	-2%
48. O=C(NC1CCCc2ccccc21)C1CCN(C(=O)c2sccc2-n2cccc2)CC1 (configuration not stated)
    15µM*	9%	u
49. Cc1nnsc1C(=O)Nc1ccc(Cl)cc1
    -10%	-4%[56.1 µM]	-16%
50. Cc1ccc(-c2csc(Nc3ccc(C(=O)O)cc3)[n+]2Cc2ccccc2)cc1
    -24%	5%	u
51. COc1ccc(NC(=O)O/N=C/c2ccccc2Cl)cc1
    -13%	7%	-23%
52. CC1CCN(C(=O)c2cc3ccccc3cc2O)CC1
    -15%	2%	7%
53. CCOP(=O)(c1ccccc1)C(O)c1ccc(Br)cc1 (configuration not stated)
    -8%	0%	-11%
54. NC(=O)c1ccc(-c2ccc(N3C(c4ccsc4)=Cc4ccc(F)cc4C3CC(=O)c3ccco3)cc2)cc1 (configuration not stated)
    u	x	u
55. O=C(OCC(=O)c1ccccc1Cl)c1cnccn1
    -6%	3%	u
56. CCOc1ccc(OCC(=O)OC(C)C(=O)NC2CCCCC2C)cc1 (configuration not stated)
    -21%	0%	-7%
57. COc1ccccc1CNc1ccnc(-c2ccccc2CN(C)C)n1
    u	x	u
58. COCCOC(=O)c1c(C)oc2ccc(OC(=O)COc3c(F)c(F)c(F)c(F)c3F)cc12
    2%	-9%	-6%
59. COc1ccc(CNC2CCCCC2)cc1
    -19%	-2%	-11%
60. CCOc1ccc(NC(=O)c2cn(C)c(=O)c3cc(OC)c(OC)cc23)cc1
    -1%	3%	7%
61. CC(C)Cn1c(CN2CCN(c3cccc(Cl)c3)CC2)nc2c1c(=O)[nH]c(=O)n2C
    18µM*	9%	21µM*
62. CSc1ccc(S(=O)(=O)N2CCC(C(=O)Nc3ccc(NC(C)=O)cc3)CC2)cc1
    -8%	-5%	u
63. COC(=O)C1CCN(C(=O)CCC2CCCCC2)CC1
    -8%	5%	-14%
64. c1ccc(C[n+]2ccc3ccccc3c2)cc1
    10µM*	x	16µM*
65. O=C(CSc1ccc2nnc(-c3ccccc3)n2n1)N1CCCCC1
    -18%	x	u
66. CC(=O)Nc1ccc(SCC(=O)Nc2ccc3c(c2)OCCO3)cc1
    -10%	1%	u
67. COC(=O)c1c(C(=O)OC)c(-c2ccccc2)n2c1CCC2
    -1%	7%	-14%
68. O=C(CSCc1nc2ccccc2[nH]1)Nc1ccc(Oc2ccccc2)cc1
    -24%	3%	u
69. Cc1ccc2cc(CN(Cc3ccco3)C(=O)c3cccs3)c(=O)[nH]c2c1
    2.9µM*	5%	3.7µM*
70. Cc1cc(CNC(=O)CC2C(=O)NCCN2Cc2ccccc2)nn1C (configuration not stated)
    7%	2%	7%
71. Cc1nc(NCc2ccccc2)[nH]c(=O)c1CCC(C)C
    u	-3%	u
72. Cc1ccc(C2CC(=O)c3cnc(NC(=O)c4ccco4)nc3C2)cc1 (configuration not stated)
    -23%	3%	u
73. CCn1c(SCC(=O)N/N=C\c2ccccc2OCC(=O)O)nnc1-c1ccc(Cl)cc1
    -4%	x	-1%
74. O=C(Nc1ccc(N2CCC(N3CCCCC3)CC2)c(C(=O)O)c1)c1ccc(Br)cc1
    -19%	-14%	-8%
75. Cc1nc(N2CCOCC2)c(C#N)c(C)c1Br
    5%	5%	4%
76. N=c1n(Cc2ccccc2)c2ccccc2n1CC(O)c1ccco1 (configuration not stated)
    21µM*	3%	23µM*
77. Cc1ccccc1NC1=NC(=S)N(c2ccccc2)C12CCCCC2
    18µM*	4%	u
78. O=C(NNS(=O)(=O)c1ccc(Cl)cc1)c1cnn(-c2ccccc2)c1-n1cccc1
    1.5µM*	3%	2.1µM*
79. C/C(=N\Nc1ncc(Cl)cc1Cl)c1ccc2c(c1)OCO2
    -6%	7%	-25%
80. Cc1ccc(S(=O)(=O)Nc2ccc3c(c2)OCCO3)c(C)c1NS(C)(=O)=O
    u	2%	10µM*
81. Cc1cc(C(=O)CCC(=O)NC(C)c2ccc(S(N)(=O)=O)cc2)c(C)s1 (configuration not stated)
    14%	8%[0.505 µM]	-13%
82. NC(=O)C1CCN(CCC(=O)Nc2ccc(F)c(F)c2)CC1
    6%	x	-3%
83. CCn1c(-c2cccnc2Cl)nc2ccccc21
    -7%	3%	-7%
84. CN(C)S(=O)(=O)c1ccc(N2CCOCC2)c(C(=O)O)c1
    11%	2%	-2%
85. Nc1cc2ccccc2oc1=O
    1%	-1%	8%
86. CCOC(=O)N1CCN(C(=S)NC(=O)c2nn(C)cc2Br)CC1
    7%	5%	9%
87. Cc1ccc(-c2nnc(N3CCN(CCO)CC3)c3ccccc23)cc1
    -13%	12%	u
88. N=C1c2c(cc(=O)n3c2[nH]c2ccccc23)CN1CCN1CCOCC1
    -12%	12%	-27%
89. Cc1noc(NS(=O)(=O)c2ccc(NC(=O)/C=C/c3ccc(Br)cc3)cc2)c1C
    3%	12%	5%
90. O=C(NCCc1ccccc1)C1CCN(S(=O)(=O)c2ccc(-n3cnnn3)cc2)CC1
    u	6%	u
91. O=C(OCCc1ccccc1)c1cc(O)c(O)c(O)c1
    18µM*	1%	23µM*
92. CC(=O)c1cccc(NC(=O)C(C)OC(=O)c2cc(=O)[nH]c3ccccc23)c1 (configuration not stated)
    8%	-2%	1%
93. Fc1c(F)c(F)c(NC2=NCCCCC2)c(F)c1F
    -3%	x	-11%

Bioassay records from PubChem.
